High-throughput results (PubChem)
Autophagy HCS = autophagy modulation, high-content screen | 0.98% of 190,000 active | calls only at 10 µM (by protocol) | AID 463193 | MEF GFP-LC3 puncta imaging; test concentration mostly 10 µM;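 active = percentage of spot-positive cells more than 3 SD above its plate mean, without a fluorescence outlier flag or 80% toxicity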;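 note: spot-positive cell cutoff set from DMSO-treated cells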
MT stabilizer = microtubule stabilizers in HeLa cells; HeLa tubulin immunostaining HCS, 24 h; share of cells brighter than vehicle mean+2SD; % tubulin-high responders, % at 10 µM; 0.83% of 200,000 active;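 active = plate Z-score above 3 for both tubulin-high and condensed-nucleus cell shares, with cell loss under 80%, at 10 µM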;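 note: anti alpha tubulin signal scored within the nucleus-defined area of each cell; some results filed as inactive read as strong as hits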
T cell HTS = modulates CD8 T cell binding to vesicles; 2C CD8+ T cell-vesicle binding, flow cytometry; stronger effect = lower value; calls only at 7 µM; 0.068% of 330,000 active; AID 2052;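 active = response, share of CD8 T cells binding vesicles, and their 90th percentile fluorescence all below set limits, cut at about 80% in these data, passing the limit was not always enough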
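Test system: purified 2C TCR transgenic mouse naive CD8+ T cells. Probe or stimulus: QL9-peptide-loaded Drosophila micro-vesicles bearing Ld, ICAM-1 and B7-1. Incubation: binding step 1.5 h, 37 °C, antibody labelling 20 min, ice. Measured by: flow cytometry of vesicle-bound cells.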
Ins promoter up = MIN6 insulin promoter up-regulation. MIN6 insulin promoter-GFP reporter, high-content imaging; stronger effect = higher value. z-score at 5 µM. 0.3% of 190,000 active;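 active = z-score above 3 at 5 µM with at least 500 cells counted in the well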
Dynein cargo inh = dynein cargo transport inhibition; 3617.4 mouse cells, GR-EGFP nuclear translocation imaging; test concentration mostly 20 µM; stimulated with dexamethasone, 1 µM; stronger effect = lower value; z-score, hits read low; 0.47% of 220,000 active; AID 1381;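 active = plate z-score of nuclear minus cytoplasmic receptor signal below a set negative limit, without overly bright fluorescence or cell loss, cut at about -3.5 in these data, passing the limit was not always enough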;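 note: z-score of nuclear minus cytoplasmic ring GR-EGFP intensity difference per well; some compounds called inactive have numbers as strong as hits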
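Also added: dexamethasone, 1.0 µM final. Medium: tet-free, stripped-serum medium. Detection: fixed, Hoechst-stained cells imaged at 10x for EGFP. Read-out: nuclear-to-cytoplasmic GR-EGFP distribution per well. Times: induction 48 h, compound 1 h, agonist 30 min.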
CSM14.1 death rescue = protection against thapsigargin-triggered cell killing – 384-well, CSM14.1, ATP luminescence, primary screen (AID 1222); CSM14.1 thapsigargin-induced death rescue, ATP luminescence; higher % means a stronger effect; one-dose cellular ATP content (survival), % at 20 µM; EC50 in µM for titrated hits; 190,000 tested, under 10 active;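 active = EC50 below 50 µM in the dose-response confirmation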;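 note: death triggered by thapsigargin at about 15 µM added after 2 h compound pretreatment; cell ATP read after overnight thapsigargin exposure of roughly 18 to 22 hours; normalized against plate controls of thapsigargin alone and 5% DMSO vehicle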
Hep lipid drop = hepatic lipid droplet formation modulation; 0.4% of 240,000 active; inhibition, % at 6.5 µM; AML12 mouse hepatocytes, oleate lipid droplets, BODIPY imaging;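 active = lipid droplet intensity inhibited by at least 50%, with more than 500 cells counted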
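System: AML12 hepatocytes (mouse). Probe or stimulus: oleic acid at 100 µM to induce lipid droplet formation. Times: overnight treatment with compound plus oleate. Detection: Image-based BODIPY and DAPI two-channel analysis. Evaluation: percent inhibition of filter-corrected integrated lipid droplet intensity per well.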
Salmonella PhoP GFP = PhoP-dependent GFP reporter repression – Salmonella Typhimurium, primary screen (AID 1863); S. Typhimurium PhoP-regulated promoter GFP reporter, 4 h; higher % means a stronger effect; inhibition, % at 50 µM; hits with a dose series show IC50 in µM; 0.16% of 300,000 active;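 active = inhibition over 29.93%, a cutoff 3 SD above the screen mean, later confirmed by dose response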;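 note: 0% = low Mg2+ inducing control and 100% = high Mg2+ repressing control; strong numbers were not always called active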
b-catenin transl = modulators of beta-catenin nuclear translocation; HeLa beta-catenin nuclear translocation, immunofluorescence imaging; nuclear translocation activity, % at 5 µM; AID 1665; 0.3% of 190,000 active;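 active = nuclear translocation activity above 50% at 5 µM, with a well cell count of 50 or more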;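 note: per-cell ratio of nuclear to cytoplasmic median beta-catenin stain intensity; plate controls were DMSO negative control for no effect and GSK-3 inhibitor IX positive control for full effect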
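Assay system: human HeLa cells, native beta-catenin; doses: 5 µM primary, 0.02–20 µM confirmation; incubation: compound treatment 24 h, 37°C, 5% CO2; technique: fluorescence imaging of beta-catenin antibody stain plus DAPI; measure: % activation, nuclear-to-cytoplasmic median beta-catenin signal ratio per cell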
Dynein cargo inh cytoplasmic EGFP = recorded beside Dynein cargo inh, whose call it bears; z-score; measured here: cytoplasmic GR-EGFP intensity; stronger effect = higher value
Dynein cargo inh nuclear GR-EGFP = further read-out of Dynein cargo inh, marked with its call; z-score; measured here: nuclear GR-EGFP intensity;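 lower value marks the stronger effect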
Dynein cargo inh cell count = second read-out of Dynein cargo inh, no call of its own (marks repeat the call); z-score; measured here: cell count per field
Ins promoter up cell count = recorded beside Ins promoter up, whose call it bears; cell count; measured here: cytotoxicity, nuclei count;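 total cells summed across four imaged fields per well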
Hep lipid drop cells 6.5 µM = also measured in Hep lipid drop; calls as there; cell count; measured here: cell count, cytotoxicity flag;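 cells counted across two imaged fields per well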
b-catenin transl cell count 5 µM = also measured in b-catenin transl; calls as there; cell count; measured here: cell count, cytotoxicity flag
T cell HTS vesicle-bound % = recorded beside T cell HTS, whose call it bears; double positive events, %; measured here: CD8+ vesicle-bound cell fraction;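 binding gate set so that unloaded-vesicle control wells show 10% double positive cells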
MT stabilizer Hoechst-high % = recorded beside MT stabilizer, whose call it bears; % Hoechst-high responders; measured here: nuclear condensation Hoechst responders;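 share of cells brighter than vehicle mean plus two SD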
MT stabilizer cytotoxicity % = second read-out of MT stabilizer, no call of its own (marks repeat the call); toxicity, %; measured here: cytotoxicity by cell density;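 0% = mean cell density of plate MIN control wells and 100% = no cells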
Autophagy HCS cell loss 18 h = also measured in Autophagy HCS; calls as there; toxicity, %; measured here: cell loss, nuclei count;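 cell loss after 18 h compound exposure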
* hit, by the source's call; i = inactive; . = not tested or not shown.

SMILES	Autophagy HCS	Autophagy HCS cell loss 18 h	MT stabilizer	MT stabilizer Hoechst-high %	MT stabilizer cytotoxicity %	T cell HTS	T cell HTS vesicle-bound %	Ins promoter up	Ins promoter up cell count	Dynein cargo inh	Dynein cargo inh cytoplasmic EGFP	Dynein cargo inh nuclear GR-EGFP	Dynein cargo inh cell count	CSM14.1 death rescue	Hep lipid drop	Hep lipid drop cells 6.5 µM	Salmonella PhoP GFP	b-catenin transl	b-catenin transl cell count 5 µM
COc1ccc(NC(=O)/C(=C\c2ccncc2)NC(=O)c2ccccc2)cc1	i	15	1.8	1.9	8.1	i	5	0.05	1473	0.32	-0.29	0.33	0.11	-8.6%	-10	624	-2%	0.1	1087
O=C(CSc1nnc(Cn2c(=O)sc3ccccc32)n1-c1ccccc1)N1CCOCC1	i	18	1.9	2.8	14	i	49	1.7	1239	2	-0.097	1.5	-2.1	-2.6%	.	.	-6%	2.4	1429
O=C(Cn1cnc2ccccc21)N/N=C/c1ccccc1	i	22	4.6	2.4	5.1	i	35	0.12	1392	0.52	-0.21	-0.089	0.52	-1.2%	-12	685	10%	1.8	989
CNC(=O)/C(=C/c1ccc2c(c1)OCO2)NC(=O)c1ccc(Br)cc1	i	0	7.0	3.4	13	i	48	.	.	3.9	0.14	2.8	-2.5	-3.1%	0	669	-6%	0.0	1008
NCCCCCc1nnc(SCC(=O)c2ccc(Cl)cc2)o1	i	-12	4.0	3.8	7.1	i	24	1.6	1340	-1.6	-0.31	-0.52	0.65	-0.1%	.	.	2%	-1.3	978
COc1ccc(-c2nnc3c4ccccc4c(C)nn23)cc1S(=O)(=O)N1CCN(CCO)CC1	i	-6	3.5	2.9	4.4	i	43	.	.	0.5	-0.23	0.26	0.16	-1.4%	6	747	-1%	-1.5	407
Cc1nn(CCCC(=O)Nc2cnn(Cc3ccc(F)cc3)c2)c(C)c1[N+](=O)[O-]	.	.	.	.	.	i	38	-0.36	1090	-0.7	-0.27	-0.0029	1.1	.	-6	651	-12%	-1.4	1378
CC(=O)NC(Cc1ccccc1C)C(=O)NC1CCN(c2ncccc2[N+](=O)[O-])CC1 (stereo unspecified)	i	25	4.3	2.4	6.9	i	32	-0.02	1352	-0.061	-0.27	-0.15	-0.091	0.1%	3	701	-2%	.	.
C/C(=N\O)C(=O)NCCCn1ccnc1	i	-4	2.8	3.8	6.8	i	48	0.8	1461	-0.4	-0.25	-0.38	0.037	0.3%	-1	511	-13%	-0.8	1116
CCOc1ccc2nc(Cl)c(/C=C/C(=O)c3ccco3)cc2c1	i	1	2.4	1.8	4.7	i	39	0.52	846	-1.3	0.33	-0.38	0.52	5.0%	-1	752	4%	-4.1	1049
COCCNC(=S)NC12CC3CC(CC(C3)C1)C2	i	-12	2.0	1.1	7.9	i	54	-0.4	888	-0.26	0.42	0.12	-0.099	-1.9%	1	724	7%	-1.5	1208
Cc1cccn2c(=O)c(C=O)c(N3CCN(c4ccccc4)CC3)nc12	i	5	6.4	2.7	8.3	i	62	.	.	0.45	-0.3	0.87	-0.82	1.0%	.	.	22%	0.2	1494
COc1ccc(C2C(C(=O)c3ccco3)=C(O)C(=O)N2Cc2cccnc2)cc1OC (stereo unspecified)	i	5	1.8	1.6	3.1	i	40	-0.03	1638	0.65	-0.18	0.078	-0.17	-0.7%	.	.	5%	1.2	1300
COc1cccc(/C=C2\SC(=S)N(C(C(=O)O)c3ccccc3)C2=O)c1OC (stereo unspecified)	.	.	.	.	.	i	54	0.39	1103	-0.56	-0.26	-0.67	0.81	.	-14	747	-2%	-0.4	1264
CCOc1ccc(OCCSc2nnnn2C2CCCCC2)cc1	i	7	2.1	1.1	1.1	i	34	0.25	1164	-0.3	-0.2	-0.071	-0.18	.	-8	687	-3%	-0.2	1030
CCCCC1=CC2=CC(=O)C(C)(OC(=O)CC)C(=O)C2=CN1CCCCO (stereo unspecified)	.	.	.	.	.	i	39	1.2	599	0.91	-0.82	0.43	0.092	.	-4	701	0%	0.2	1170
Cc1c(/C=N/NC(=O)c2ccccc2O)c2ccccn2c1C(=O)c1ccc(F)cc1	i	17	1.4	1.3	17	i	48	0.6	1243	0.54	-0.26	0.44	-0.091	-6.4%	-41	631	2%	2.5	834
Cc1csc(NC(=O)CN2CCCCCC2)n1	i	13	5.7	4.1	5.7	i	50	-0.74	1631	-0.84	-0.18	-0.67	0.64	1.3%	.	.	8%	0.7	1434
CO/N=C/NC(=O)c1cn(-c2ccc(F)cc2)c(=O)c2ccccc12	i	18	4.5	2.3	5.8	i	55	-0.03	1271	0.24	0.44	0.98	0.28	-1.6%	.	.	-6%	-0.4	1454
COc1ccc(NC(=O)COC(=O)CNS(=O)(=O)c2ccc(C)cc2)c(OC)c1	i	16	1.3	2.7	2.8	i	5	.	.	-0.5	-0.25	0.44	0.44	-1.6%	9	629	4%	1.3	933
Cc1cc(Cl)ccc1OCCCC(N)=O	i	3	5.6	4.8	1.1	i	40	-0.1	1344	0.075	-0.29	0.25	0.84	-2.3%	-1	791	5%	0.1	926
Cc1ccc(-n2nc(-c3cccs3)cc2C(=O)NCC2CCCO2)c(C)c1 (stereo unspecified)	i	0	4.4	2.1	6.1	i	36	0.88	1230	-0.4	-0.21	-0.89	-0.37	2.9%	0	611	0%	-1.0	1040
Cn1c(NCc2ccccc2)cc(=O)n(C)c1=O	i	-5	2.8	2.3	5.3	i	36	-0.02	1297	-0.17	-0.25	0.11	-0.18	-1.0%	9	756	1%	.	.
CN=C(NC1CCCCC1)c1ccc(Cl)cc1	i	20	2.4	3.1	4.5	i	47	-0.47	1074	1.2	-0.14	2.2	-1.5	-4.5%	2	748	4%	0.8	443
CC(NC(=O)COc1ccc(/C=N/NC(=O)C(=O)Nc2ccccc2Br)cc1)c1ccccc1 (stereo unspecified)	i	-19	4.0	1.8	1.9	i	32	-1.2	1634	-0.44	-0.046	0.19	0.61	-1.4%	.	.	3%	0.8	1374
Cc1cc(Br)c(NC(=O)COC(=O)CSc2nnc(-c3ccc(Cl)cc3)o2)c(Br)c1	i	2	2.3	2.0	4.6	i	10	1.1	1354	-0.89	-0.29	-0.78	0.79	-2.2%	21	685	-4%	.	.
CC(C)c1ccc(NC(=O)Cn2c(=O)oc3cccnc32)cc1	.	.	.	.	.	i	13	-0.19	1060	0.82	-0.1	0.34	-0.65	.	-15	703	5%	-0.9	1237
CCOC(=O)CSc1nc(-c2ccccc2)nc2ccc(C)cc12	i	-14	2.5	1.3	3.3	i	29	0.58	1342	-0.19	-0.29	-0.037	0.88	1.0%	0	725	-7%	2.1	1040
COc1ccc(OC)c(C2C(C(=O)c3cc4ccccc4o3)=C(O)C(=O)N2c2cc(C)on2)c1 (stereo unspecified)	i	21	2.9	3.2	7.6	i	56	0.7	1455	-0.51	-0.15	-0.16	1.1	-3.1%	.	.	-10%	-0.1	1418
Cc1ccc(OCc2nnc(SCC(=O)Nc3ncc(C)s3)o2)cc1	.	.	.	.	.	i	36	-0.07	1041	-0.89	-0.2	-0.43	0.99	.	-9	650	-6%	0.1	1282
Cc1cc(C)nc(N/N=C/c2ccccc2OCc2cccc(Br)c2)n1	i	-1	4.8	1.4	7.5	i	53	-0.11	1157	0.4	-0.22	0.31	0.47	0.2%	-8	639	21%	-0.7	535
N#Cc1nc(/C=C/c2ccccc2)oc1NCCCN1CCOCC1	.	.	.	.	.	i	28	.	.	0.0074	-0.0067	0.43	0.16	.	31	696	6%	-0.7	1291
Cc1cc(C)cc(NC(=O)C(c2ccccc2)N2CCCC2)c1 (stereo unspecified)	i	-49	3.2	2.9	2.1	i	14	-0.53	1390	-0.71	-0.29	-0.66	0.77	-0.4%	-13	601	-11%	-3.6	559

2 compounds drawn at random from the list so far, as already listed:
SMILES	Autophagy HCS	Autophagy HCS cell loss 18 h	MT stabilizer	MT stabilizer Hoechst-high %	MT stabilizer cytotoxicity %	T cell HTS	T cell HTS vesicle-bound %	Ins promoter up	Ins promoter up cell count	Dynein cargo inh	Dynein cargo inh cytoplasmic EGFP	Dynein cargo inh nuclear GR-EGFP	Dynein cargo inh cell count	CSM14.1 death rescue	Hep lipid drop	Hep lipid drop cells 6.5 µM	Salmonella PhoP GFP	b-catenin transl	b-catenin transl cell count 5 µM
COc1ccc(NC(=O)COC(=O)CNS(=O)(=O)c2ccc(C)cc2)c(OC)c1	i	16	1.3	2.7	2.8	i	5	.	.	-0.5	-0.25	0.44	0.44	-1.6%	9	629	4%	1.3	933
Cc1cc(C)nc(N/N=C/c2ccccc2OCc2cccc(Br)c2)n1	i	-1	4.8	1.4	7.5	i	53	-0.11	1157	0.4	-0.22	0.31	0.47	0.2%	-8	639	21%	-0.7	535
